Mcl1-Noxa inh – disrupts binding of human Mcl-1 to Noxa peptide; AID 1022; TR-FRET Mcl-1/Noxa peptide binding, 2 h; Q07820; 220,000 compounds, 1.5% hits; inhibition, % at 21.7 µM;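 active means compounds that cut the protein-peptide binding signal by more than 50% relative to plate controls in a single-dose test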;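 further: His-tagged Mcl-1 with rhodamine Noxa BH3 peptide and terbium anti-His antibody; 0% = Mcl-1 plus Noxa peptide wells and 100% = peptide-only wells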
Target sequence (Q07820 whole entry, looked up): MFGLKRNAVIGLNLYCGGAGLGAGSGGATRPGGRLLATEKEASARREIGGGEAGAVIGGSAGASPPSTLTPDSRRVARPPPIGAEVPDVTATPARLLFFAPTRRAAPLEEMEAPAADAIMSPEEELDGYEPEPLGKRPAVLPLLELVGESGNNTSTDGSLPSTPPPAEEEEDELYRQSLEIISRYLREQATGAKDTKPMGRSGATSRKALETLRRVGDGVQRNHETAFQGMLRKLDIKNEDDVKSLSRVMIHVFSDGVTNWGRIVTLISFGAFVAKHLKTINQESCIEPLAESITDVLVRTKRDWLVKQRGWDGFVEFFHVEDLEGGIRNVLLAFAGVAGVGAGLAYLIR
Mcl-1 Bim block – human Bim-Mcl-1 interaction inhibition; 190,000 compounds, 0.1% hits; Q07820; inhibition, % at 10 µM; AID 1009; Bead-based flow cytometry, Bim peptide-Mcl-1 binding; in the data active means inhibition above about 40%;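 further: 0% = no compound tracer wells and 100% = peptide blocker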
Rab7 wt modul – modulators of GTP binding to dog Rab7 wildtype GTPase. GTP binding activity (percent of control), % at 10 µM. GST-Rab7 beads, fluorescent GTP binding, flow cytometry; actives lie on both sides; untreated = 100%, excess cold GTP = 0%. 190,000 compounds, 0.055% hits. AID 758;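 active means fluorescent GTP binding to Rab7 beads changed by at least 20 points from the 100% baseline, either direction, mostly lower; inconclusive means compound itself probably fluorescent, or too few beads counted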;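 further: median green fluorescence of bound Bodipy-FL-GTP per Rab7 bead population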
HRas wt GTP bind – human HRas wildtype GTP binding, change in either direction. P01112. 190,000 compounds, 0.14% hits. GTP binding activity, % at 10 µM. GST-Ras wt beads, Bodipy-FL-GTP binding, flow cytometry; actives lie on both sides;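 active means GTP binding activity at least 20% away from the 100% baseline, either lowered as inhibitor or raised as activator; inconclusive means flagged as likely green fluorescent, judged across all proteins in the well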;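 further: 0% = unlabeled GTP competition control and 100% = no-compound control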
Rac1 wt GTP bind – alters GTP binding to wildtype human Rac1; P63000; GST-Rac1 beads, fluorescent GTP binding, flow cytometry; actives lie on both sides; 0 = cold GTP competed, 100 = untreated; GTP binding activity (% of control), % at 10 µM; 190,000 compounds, 0.27% hits; AID 757;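 active means GTP binding activity at least 20 points away from the 100% control level, either lower or higher; inconclusive means compound flagged as likely green fluorescent, judged across all proteins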
Rab2 wt GTP – changes GTP binding to wildtype dog Rab2A, up or down; P61105; GST-Rab2 wt beads, Bodipy-GTP binding, flow cytometry; GTP binding activity, % at 10 µM; 190,000 compounds, 0.19% hits; AID 760;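 active means GTP binding activity at least 20 points away from 100%, either lowered or raised; inconclusive means signal likely due to the compound's own green fluorescence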;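 further: 0% = beads with excess unlabeled GTP and 100% = no-compound control corrected for plate trend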
Pf gametocyte – P. falciparum stage V gametocyte viability inhibition; AID 743093; inhibition, % at 10.9 µM; P. falciparum stage V gametocytes, ATP luminescence, 24 h; 150,000 compounds, 0.065% hits;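 active means inhibition above the mean plus 3 SD of compounds within the control limits, set per campaign, cut at about 38% in these data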;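 further: 0% = DMSO wells and 100% = medium only without gametocytes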
RGS8-Gao – human RGS8-Galphao interaction regulation | P09471 | 220,000 compounds, 0.34% hits | response (percent of control binding), % at 10 µM | AID 1423 | multiplexed bead flow cytometry, RGS8-Galphao binding; actives lie on both sides; in the data active means response below about 60% or above about 140%; inactive means in between;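 further: Galphao activated as the GDP aluminium fluoride complex binding bead-coupled RGS8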
Target sequence (P09471 whole entry, looked up): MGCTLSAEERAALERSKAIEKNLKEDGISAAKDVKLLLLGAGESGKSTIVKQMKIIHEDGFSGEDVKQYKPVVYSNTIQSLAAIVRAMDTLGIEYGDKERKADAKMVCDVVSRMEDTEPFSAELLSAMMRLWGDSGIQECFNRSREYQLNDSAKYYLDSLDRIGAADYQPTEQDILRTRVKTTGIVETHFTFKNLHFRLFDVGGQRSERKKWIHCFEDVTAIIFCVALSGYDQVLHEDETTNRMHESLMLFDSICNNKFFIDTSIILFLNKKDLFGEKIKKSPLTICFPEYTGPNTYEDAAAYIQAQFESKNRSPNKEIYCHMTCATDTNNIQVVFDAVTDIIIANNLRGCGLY
Cdc42 wt GTP – changes GTP binding to wildtype human Cdc42 | P60953 | percent activity (GTP binding), % at 10 µM | 190,000 compounds, 0.2% hits | GST-Cdc42 beads, Bodipy-GTP binding, flow cytometry; actives lie on both sides;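 active means percent activity GTP binding at least 20 points away from the 100% baseline, either down as inhibitor or up as activator; inconclusive means compound flagged as likely green fluorescent from well-wide comparison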;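 further: median bead fluorescence of bound Bodipy-FL-GTP at 100 nM; 0% = excess unlabeled GTP control and 100% = no compound control; below 100% means less GTP binding so inhibitor and above means activator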
Target sequence (P60953 whole entry, looked up): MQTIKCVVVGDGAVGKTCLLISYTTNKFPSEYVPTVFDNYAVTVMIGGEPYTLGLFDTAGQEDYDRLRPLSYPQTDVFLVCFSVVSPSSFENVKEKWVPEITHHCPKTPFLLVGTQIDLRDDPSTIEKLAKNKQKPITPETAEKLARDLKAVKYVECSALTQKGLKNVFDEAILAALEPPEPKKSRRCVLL
Rac1 act GTP bind – human Rac1 activated mutant GTP binding change; P63000; GST-Rac1 activated beads, fluorescent GTP binding, flow cytometry; actives lie on both sides; 100% means binding = to untreated wells; percent activity (GTP binding), % at 10 µM; 190,000 compounds, 0.11% hits;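 active means GTP binding at least 20 percentage points away from the 100% baseline, in either direction, so actives lie on both sides; inconclusive means Compound likely fluorescent itself, or too few beads counted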
Mcl1-Bid inh – Mcl-1/Bid interaction inhibition. 220,000 compounds, 0.97% hits. Q07820. AID 1021. inhibition, % at 21.7 µM. TR-FRET Mcl-1/Bid-Dy647 peptide binding, 1536-well;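 active means compounds that cut the binding signal by more than half at the single screening dose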;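 further: His-tagged Mcl-1 with europium anti-His antibody binding Bid BH3 peptide; 0% = Mcl-1 plus peptide wells and 100% = peptide-only wells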
Starred values were filed as active, the others as inactive; ? = inconclusive; . = not tested or not shown.

SMILES	Mcl1-Noxa inh	Mcl-1 Bim block	Rab7 wt modul	HRas wt GTP bind	Rac1 wt GTP bind	Rab2 wt GTP	Pf gametocyte	RGS8-Gao	Cdc42 wt GTP	Rac1 act GTP bind	Mcl1-Bid inh
Cc1ccc(Cl)cc1NC(=O)c1cccc(OC(F)F)c1	8	0	102	100	102	100	.	93	100	99	-2
COCCn1nnnc1C(c1ccccc1OC)N1CCN(c2ccccc2)CC1 (stereo not given)	-5	-1	98	99	96	97	5	97	98	93	-26
O=c1c(C=Nc2ccc(Oc3ccccc3)cc2)c[nH]n1-c1cccc(Cl)n1	3	-3	94	98	99	99	.	106	95	97	-30
CCCN1Cc2cccc(C(=O)N3CCN(c4cc(Cl)ccc4C)CC3)c2C1=O	1	0	100	100	101	100	.	99	99	101	-17
Cc1cc(OCC(=O)O/N=C(\N)c2ccccc2)ccc1Br	1	-2	103	97	99	93	4	105	94	97	-15
O=c1cc(-c2cccc3ccccc23)[nH][nH]1	-12	0	100	99	101	99	.	99	98	96	-18
Cc1ccc(-c2csc3ncnc(SCc4ccc(C(=O)O)cc4)c23)cc1	16	-5	90	92	92	91	-9	105	92	90	-44
COc1ccc(S(N)(=O)=O)cc1N(C)S(=O)(=O)c1ccccc1	8	-3	96	98	102	98	5	102	100	99	-5
CCN(CC)S(=O)(=O)c1cccc(C(=O)c2c(C)cc3ccccn23)c1	-2	-3	97	101	100	96	.	101	103	100	-44
O=C(O)c1ccc(/C=N/Nc2cccc(C(F)(F)F)c2)cc1	17	-2	97	97	99	96	-7	101	97	96	-27
CCC(=O)Nc1sc2c(c1C(N)=O)CCN(C(C)=O)C2	21	-3	98	100	104	101	.	101	103	101	-9
O=C(NC(=S)Nc1ccc(CN2CCCCC2)cc1)c1ccco1	15	0	96	92	97	95	-16	105	100	98	-28
O=C(c1cc(-c2ccccn2)nc2ccccc12)N1CCN(c2ncccn2)CC1	9	-1	96	93	97	94	.	100	93	94	-2
NC(=O)c1ccsc1NC(=O)Cc1ccc([N+](=O)[O-])cc1	11	-2	94	95	98	99	8	101	101	96	-2
CC1=C(C#N)C(=O)OC(C)(C)C1	9	0	101	104	110	104	.	105	107	102	-34
COc1ccc(-c2cc(C(F)F)n3ncc(C(=O)Nc4cc(C)on4)c3n2)cc1	-1	0	104	97	99	101	-5	98	99	98	-13
Cc1ccc2[nH]c3c(N4CCCCCC4)ncnc3c2c1	16	-1	93	97	97	98	.	103	97	95	12
CCN(CC)CCn1c(SCC(=O)Nc2cccc(OC)c2)nc2c(sc3ccccc32)c1=O	16	2	95	97	103	99	-7	133	100	99	-3
Cc1ccc(SCC(=O)Nc2ccccc2C(=O)N2CCOCC2)cc1	-6	-7	101	98	102	97	-20	103	101	100	-12
N#CCSc1nc2c(cc1C#N)CCCC2	7	-2	98	100	98	98	.	101	99	97	-1
CCCc1cc(C(=O)NNC(=S)Nc2cccc(C)c2)cs1	-51	-17	99	100	101	101	.	97	101	100	-148
COc1cc(C(=O)N=c2sc3ccccc3n2C)cc(OC)c1OC	9	0	104	98	99	98	9	99	97	96	-6
O=C(NCc1ccco1)c1ccc(Cl)c(S(=O)(=O)Nc2ccccc2)c1	15	-1	94	96	96	95	0	100	97	93	-36
CCn1c(CNc2cccc(Cl)c2)nnc1SCC(=O)OC1CCCCC1	-9	-2	98	98	105	99	.	100	99	100	1
CCCCCOC(=O)NC1CCS(=O)(=O)C1 (stereo not given)	-9	-3	104	99	101	101	2	99	98	95	-32
O=C(COc1ccc(Cl)cc1Cl)NCc1ccncc1	-5	0	103	102	100	102	-7	101	103	99	-8
Cc1ccccc1C(=O)Nc1ccc(O)cc1C(=O)O	13	0	105	98	99	99	3	101	96	97	-46
CCOC(=O)CSc1nc2sccc2c(=O)[nH]1	10	-3	101	101	102	101	.	116	99	94	-2
N#CCC(=O)Nc1ncc(Cc2ccccc2Cl)s1	7	-26	?	?	?	?	-1	102	?	?	-2
CCS(=O)(=O)Nc1cc(-c2nc3cccnc3s2)ccc1C	40	1	100	99	101	99	.	100	99	96	-9
C=CCn1c(SCC(=O)NC(=O)c2cccn2C)nc2ccccc2c1=O	-2	-8	96	96	94	97	-15	100	98	94	-7
O=C(NCc1ccncc1)C1=NN(c2ccccc2)C(=O)CC1	-1	-3	99	95	93	99	7	102	96	94	-49
COc1cccc(-c2nn(C)c3sc(C(=O)NCc4ccc(C)cc4)cc23)c1	2	-1	96	94	95	93	1	99	94	94	-26
NC1=NC2(CCCCC2)N(c2cccc(Cl)c2)C(N)=N1	-5	-3	103	104	106	104	22	99	107	101	-3
COC(=O)N/N=C(\C)c1ccc2ccccc2c1OC(F)F	1	-2	102	100	103	100	-3	100	103	99	-4
CCC(C)[C@@H](C(=O)Nc1ccc(OC)c(OC)c1)N1Cc2ccccc2C1=O (stereo not given in full)	36	0	95	94	97	97	.	100	94	97	-39
CCc1c(C)nc2ccc(Br)cc2c1SCCC#N	17	-20	100	98	102	96	9	98	98	97	2
Cc1cc(C)cc(OC(=O)CCN2C(=O)C3C4C=CC(C5CC45)C3C2=O)c1 (stereo not given)	0	0	102	100	98	99	4	100	98	97	-25
COc1ccc(-c2n[nH]c(=S)n2C2CCCCC2)cc1	21	-3	99	102	105	102	.	100	104	99	-35
CCN(C(=O)CSc1nnc(C)n1-c1ccccc1)C1CCS(=O)(=O)C1 (stereo not given)	-1	0	?	?	?	?	11	100	?	?	-18
COc1ccc(-c2nnc3ccc(SC)nn23)cc1	0	3	103	102	104	102	.	97	105	102	-14
CC(=O)C1=C(O)C(=O)N(CCc2ccccc2)C1c1ccccc1[N+](=O)[O-] (stereo not given)	30	-5	95	97	98	98	11	103	99	98	-44
COC(=O)/C(=N/Nc1cccc(C)c1)N1CCCc2ccccc21	15	-11	98	98	103	95	0	99	100	98	-23
Cn1c(=O)c2c(ncn2CC(O)CNc2ccc(Cl)cc2)n(C)c1=O (stereo not given)	15	-1	99	98	104	96	.	96	97	95	1
COc1ccc(C(=O)NCc2ccccn2)cc1	-4	-4	103	103	105	100	3	99	102	102	-9
COc1cc(NC(=O)COc2ccc(-n3ccnc3)cc2)cc(OC)c1	14	0	102	99	99	96	-14	104	93	96	-41
O=C(Nc1ccc(-c2nnc3n2CCCCC3)cc1)c1cnccn1	5	-2	101	103	107	98	-11	97	101	99	-23
CCN1C(=O)/C(=c2\s/c(=C3\Sc4ccccc4N3C)c(=O)n2C)N(C)C1=S	46	-1	104	97	99	99	.	102	97	95	79*
Cc1nnc(SCC(C)C)[nH]c1=O	12	0	105	106	109	105	.	94	104	100	0
Cc1nc2nc(C)c(CCC(=O)NC(C)c3ccc4c(c3)OCCO4)c(C)n2n1 (stereo not given)	13	-1	?	?	?	?	.	103	?	?	33

The list goes on:
SMILES	Mcl1-Noxa inh	Mcl-1 Bim block	Rab7 wt modul	HRas wt GTP bind	Rac1 wt GTP bind	Rab2 wt GTP	Pf gametocyte	RGS8-Gao	Cdc42 wt GTP	Rac1 act GTP bind	Mcl1-Bid inh
CCc1c(C)n2nc(C)cc2[nH]c1=O	1	0	96	98	100	96	-9	100	100	97	-15
COC(CNC(=O)c1ccc(N2CCc3ccccc32)c([N+](=O)[O-])c1)OC	13	9	91	98	98	99	-34	104	97	98	-52
O=C(NCCCNCc1ccccc1)c1ccccn1	22	-4	100	99	100	100	-5	99	98	96	6
COc1cc(C(=O)Nc2ccc(S(=O)(=O)Nc3cc(C)nc(C)n3)cc2)cc(OC)c1OC	19	0	94	94	97	96	.	99	94	96	17
COc1ccc2[nH]c(C)c(CCN(Cc3cccs3)C(=S)Nc3cccc(F)c3)c2c1	2	1	99	99	100	97	.	99	99	95	-40
COc1ccc(OC)c(NC(=O)CSc2nnc(C3CCCCC3)o2)c1	10	-2	95	96	98	94	-1	102	98	96	-12
Cc1cc(C)cc(NC(=O)c2ccc([N+](=O)[O-])o2)c1	10	-1	102	99	101	100	3	102	99	96	-14
CCCn1c(=O)c(C(=O)NNS(=O)(=O)c2ccc(Cl)cc2)c(O)c2ccccc21	-21	-5	97	98	99	94	16	104	95	93	-22
O=C(CSc1oc(-c2ccco2)nc1S(=O)(=O)c1ccccc1)NCC1CCCO1 (stereo not given)	16	-2	98	100	108	100	-9	84	99	101	0
Cc1cccc(NC(=O)c2ccc([N+](=O)[O-])s2)c1C	6	-2	100	98	101	100	.	101	99	99	4
Cc1ccc(S(=O)(=O)NCC(=O)Nc2ccc(C(F)(F)F)cc2)cc1	4	-3	101	102	107	99	.	102	105	99	-5
NC(=O)c1oc2ccccc2c1NC(=O)c1ccccc1	6	0	104	104	106	103	4	100	107	103	4
Cc1ccc2nc(N3CCC(C(=O)O)CC3)nc(-c3ccccc3)c2c1	7	-1	99	100	101	99	.	93	100	99	6
O=C(CC1S/C(=N/N=C/C=C/c2ccccc2)NC1=O)Nc1ccc(C(=O)O)cc1 (stereo not given)	-1	0	98	95	97	95	9	99	99	95	-13
COC(=O)c1sc(NC(=O)c2c(F)cccc2F)c(C#N)c1C	8	-3	99	90	92	90	-22	100	88	88	8
O=S1(=O)C[C@H]2NC(=S)N(c3ccccc3)[C@H]2C1	7	-6	101	101	106	100	.	103	102	99	-21
O=C(NCCC1=CCCCC1)C1CCCN(S(=O)(=O)c2cccnc2)C1 (stereo not given)	5	0	98	97	104	99	.	104	98	97	-17
CCOc1ccc(CN(CCO)CCO)cc1C(=O)OC	-10	-4	103	104	106	100	.	101	104	102	-12
CC1CCCC(NC(=S)Nc2ccc(SC(F)F)cc2)C1C (stereo not given)	3	-4	105	104	107	103	13	97	104	103	-5
COc1cc(NC(=O)c2ccco2)ccc1NC(=O)c1ccccc1Cl	8	-3	98	100	102	99	.	98	104	102	-12
CCN(CCNC(=O)C1CCN(S(=O)(=O)c2c(C)noc2C)CC1)c1ccccc1	42	24	97	99	103	96	-1	104	97	97	-43
Cc1csc(NC(=O)CSc2nnc(Cc3cccn3C)n2-c2ccc(F)cc2)n1	8	1	102	102	102	102	.	101	100	99	-44
O=C(Nc1cccc(NC(=O)c2ccco2)c1)c1ccc2c(c1)OCCO2	3	-1	102	98	98	95	.	99	93	94	-6
CCOC(=O)N1CCC(NC(=O)c2cc3sccc3n2CC)CC1	20	-4	103	103	106	104	.	101	102	100	-7
CCCOc1ccccc1N1C(=O)CC(N(O)c2ccccc2)C1=O (stereo not given)	-5	2	103	96	97	96	.	100	94	95	-34

Source: PubChem BioAssay
